# FXIa inh 1536 = factor XIa (human) inhibition | P03951 | purified FXIa, Boc-Glu-Ala-Arg-AMC fluorogenic substrate | inhibition, % at 5 µM | actives 0.14% (n = 220,000) | AID 798;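 active = inhibition of at least 40%; inactive = inhibition below 40%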;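 note: fluorescence of freed AMC excited at 355 nm; 0% = enzyme without compound and 100% = no enzyme blank; many of its hits are not listed in these tables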
# 14-3-3 Bad inh = disrupts binding of bovine 14-3-3 zeta to phospho-Bad peptide; inhibition, % at 21.7 µM; AID 781; actives 0.71% (n = 220,000); TR-FRET 14-3-3zeta/Dy647-pBad peptide displacement, 1 h; P63103;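 active = inhibition above about 70%, limit read from the data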;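 note: 0% = full 14-3-3 plus peptide FRET controls and 100% = background without 14-3-3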
# FXIIa inh = inhibitors of human coagulation factor XIIa; P00748; purified FXIIa, Boc-QGR-AMC fluorogenic substrate, 2 h; inhibition, % at 5 µM; actives 0.3% (n = 220,000); in the data active = inhibition above about 40%;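 note: 0% = enzyme with no compound and 100% = blank without enzyme; many of its hits are not listed in these tables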
# eIF4E-4G inh = blocks eIF4E binding to eIF4G | P63073+Q04637 | TR-FRET eIF4E-eIF4GI(517-606) binding, 2 h | inhibition, % at 21.7 µM | actives 0.37% (n = 220,000) | AID 782;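 active = inhibition above about 30%, limit read from the data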;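 note: 0% = full FRET control wells and 100% = background wells lacking eIF4GI fragment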
# Target sequence (P63073 whole entry, looked up, the tested form may be a part): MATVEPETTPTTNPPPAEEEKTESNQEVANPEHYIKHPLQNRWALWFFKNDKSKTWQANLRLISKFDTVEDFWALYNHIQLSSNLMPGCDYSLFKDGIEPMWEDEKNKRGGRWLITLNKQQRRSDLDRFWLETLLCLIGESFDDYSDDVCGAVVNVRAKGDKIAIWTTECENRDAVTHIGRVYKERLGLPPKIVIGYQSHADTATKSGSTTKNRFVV
# Target sequence (Q04637 whole entry, looked up, the tested form may be a part): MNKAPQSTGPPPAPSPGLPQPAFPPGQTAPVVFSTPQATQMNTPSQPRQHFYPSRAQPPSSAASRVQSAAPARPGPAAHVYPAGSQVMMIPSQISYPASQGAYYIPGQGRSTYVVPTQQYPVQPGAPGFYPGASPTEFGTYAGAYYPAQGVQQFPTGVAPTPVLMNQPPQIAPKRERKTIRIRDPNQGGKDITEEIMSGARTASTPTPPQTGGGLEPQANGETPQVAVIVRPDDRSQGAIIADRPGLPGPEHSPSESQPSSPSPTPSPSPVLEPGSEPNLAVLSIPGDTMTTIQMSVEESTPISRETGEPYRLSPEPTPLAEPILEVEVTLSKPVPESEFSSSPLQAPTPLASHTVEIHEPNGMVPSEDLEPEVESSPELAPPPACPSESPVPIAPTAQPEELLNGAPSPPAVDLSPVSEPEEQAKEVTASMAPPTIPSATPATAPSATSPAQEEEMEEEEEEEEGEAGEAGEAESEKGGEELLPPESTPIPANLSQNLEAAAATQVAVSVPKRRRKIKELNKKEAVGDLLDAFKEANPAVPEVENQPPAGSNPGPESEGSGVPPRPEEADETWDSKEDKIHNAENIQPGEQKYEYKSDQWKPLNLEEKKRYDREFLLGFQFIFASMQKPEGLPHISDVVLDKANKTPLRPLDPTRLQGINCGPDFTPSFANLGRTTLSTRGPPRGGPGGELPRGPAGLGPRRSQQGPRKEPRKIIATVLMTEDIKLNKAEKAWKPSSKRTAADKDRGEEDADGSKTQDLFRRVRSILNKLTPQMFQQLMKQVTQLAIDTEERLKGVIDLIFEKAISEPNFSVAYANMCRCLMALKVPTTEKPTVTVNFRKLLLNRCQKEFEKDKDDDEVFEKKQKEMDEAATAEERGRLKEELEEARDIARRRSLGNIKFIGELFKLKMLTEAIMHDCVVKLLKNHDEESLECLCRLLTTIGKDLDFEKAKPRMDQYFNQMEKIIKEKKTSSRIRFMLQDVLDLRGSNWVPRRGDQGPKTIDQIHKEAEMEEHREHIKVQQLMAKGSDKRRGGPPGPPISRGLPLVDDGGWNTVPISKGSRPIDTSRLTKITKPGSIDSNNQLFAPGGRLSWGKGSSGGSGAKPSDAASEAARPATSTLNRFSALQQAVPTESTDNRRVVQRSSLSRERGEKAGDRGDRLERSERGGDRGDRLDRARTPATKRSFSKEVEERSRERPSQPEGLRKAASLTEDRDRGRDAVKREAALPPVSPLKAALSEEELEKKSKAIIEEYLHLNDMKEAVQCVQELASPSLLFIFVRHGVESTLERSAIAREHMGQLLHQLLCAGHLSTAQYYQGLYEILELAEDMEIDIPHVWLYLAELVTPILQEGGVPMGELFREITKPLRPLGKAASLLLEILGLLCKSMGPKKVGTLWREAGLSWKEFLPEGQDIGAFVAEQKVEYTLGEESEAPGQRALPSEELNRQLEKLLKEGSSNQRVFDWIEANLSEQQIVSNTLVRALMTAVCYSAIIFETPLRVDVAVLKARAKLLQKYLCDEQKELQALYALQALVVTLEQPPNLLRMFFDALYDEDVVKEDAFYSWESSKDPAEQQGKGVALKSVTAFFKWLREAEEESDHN
# Wee1 degr inh = human Wee1 degradation inhibition, primary screen. P30291. HeLa Luc-Wee1K328M stability, luciferase luminescence; 100% = proteasome inhibitor MG132 effect. reporter increase, % at 5 µM. actives 1.2% (n = 220,000). AID 1321;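 active = activation above the mean of all tested compounds plus 3 SD, set per screening run, cut at about 8.8% in these data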;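 note: cells exposed to compound for 20 h before luminescence read; 0% = DMSO alone and 100% = MG132 at 30 µM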
# Mdm2 ligase inh = inhibitors of human Mdm2 E3 ubiquitin ligase; cell-based MDM2 ubiquitination luciferase reporter, 2 h; 0 = plate control, 100 = twice control, blank-subtracted; actives 0.11% (n = 210,000); signal enhancement, % at 5 µM;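 active = signal enhancement of 30% or more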;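 note: luminescence tracks abundance of the self-degrading MDM2-luciferase fusion protein; higher signal means inhibition of MDM2 E3 ligase activity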
#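 Test system: stable mammalian line carrying autodegrading MDM2–luciferase fusion reporter; quantity: 2000 cells in each well; times: 4 h cell settling then 2 h compound exposure, 37 °C; detection: luminescence with SteadyLite reagent, 15 min at room temperature; evaluation: percent signal gain over controls, blank-subtracted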
# Rad51 HR inh = Rad51 (human) homologous recombination inhibition. Q06609. hRad51 DNA strand exchange, fluorescence dequenching. inhibition, % at 10 µM. actives 0.085% (n = 200,000). AID 1385;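 active = inhibition above 40% at the single screening dose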;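 note: 0% = DMSO control wells and 100% = blanks with heterologous ssDNA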
#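 Test system – preformed human Rad51 ssDNA filaments · Reagent – Donor/quencher-labelled 47-bp dsDNA substrate · Incubation – 37 °C 15-min filament assembly, 30-min compound preincubation, 15-min exchange · Signal – FRET fluorescence dequenching, excitation 485 nm, emission 520 nm · Read-out – percent inhibition from fluorescence, normalised to plate control and blank means · Benchmarks – plate control and blank wells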
# hK5 inh = blocks human kallikrein 5 protease activity | Q9Y337 | recombinant hK5, fluorogenic AMC substrate cleavage | inhibition, % at 5 µM | actives 0.59% (n = 210,000) | AID 873;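 active = inhibition of 40% or more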;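 note: 0% = enzyme controls without compound and 100% = no-enzyme blanks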
# p97 inhibitor = inhibitors of human p97 ATPase | P55072 | recombinant p97 ATPase, Kinase-Glo ATP luminescence, 3 h | inhibition, % at 8 µM | actives 0.42% (n = 220,000) | AID 1481; in the data active = inhibition above about 15%;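 note: 0% = DMSO vehicle and 100% = wells lacking enzyme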
# The depositor's hits bear a star; . = no result given; [ ] = dose if it differs, or a comment.
SMILES,FXIa inh 1536,14-3-3 Bad inh,FXIIa inh,eIF4E-4G inh,Wee1 degr inh,Mdm2 ligase inh,Rad51 HR inh,hK5 inh,p97 inhibitor
COC(=O)c1ccc2ccn(CC(=O)NC(C)C)c2c1,-1,31[fluorescence artefact?],15,9[fluorescence artefact?],-2,17,0,-28,2
Cc1cc(NC(=O)c2cc(-c3ccc(Br)cc3)on2)no1,-5,5,6,-7,-2,-1,-2,-9,6
N/C(=N\c1nc2ccccc2o1)NC(=O)c1ccccc1F,-2,1[fluorescence artefact?],-1,-8,2,-13,14,-25,-2
Cc1onc(-c2ccccc2Cl)c1C(N)=O,8,2,19,3,0,-8,1,-21,5
CN(C)c1nc(N(C)C)nc(N(C)C)n1,6,-2,8,-1,-4,.,-3,-10,3
CC/C(=N\OC(=O)c1ccc(OC(C)C)cc1)c1ccc(C)cc1,-1,-3,-14,-2[fluorescence artefact?],0,-10,.,-21,-4
C=CCn1c(SCc2c(Cl)cccc2Cl)nnc1-c1cccnc1,-1,-17[fluorescence artefact?],-2,-8[fluorescence artefact?],0,-13,5,-26,-5
Cc1ccc(-n2nc(C)cc2NC(=O)c2ccc(C)s2)cc1,19,3,30,3,-3,-15,-3,-2,2
CC(C)Cn1c(C(C)NC(=O)Cc2ccccc2)nc2ccccc21 (configuration not stated),0,9,8,0,-2,-14,2,13,-1
NC1=NS(=O)(=O)NC1c1ccc(Cl)cc1 (configuration not stated),-3,-6,5,1,0,.,-5,-2,3
Cc1ccc(C)c(N2N=C(C(=O)O)CCC2=O)c1,1,-7,6,3,-3,-8,.,-1,4
Cn1ncc([N+](=O)[O-])c1C(=O)Nc1nc2ccccc2n1CCN1CCCCC1,2,-1,15,10,-3,6,-5,-18,-5
CC1(C)CC(=O)C=C(Nc2ccc(OCC(F)(F)C(F)F)cc2)C1,3,9,13,0,-3,-13,10,13,-6
CCC1CCCCN1C(=O)COC(=O)c1cc2ccccc2cc1O (configuration not stated),4,-8,12,-5,-1,-6,0,-8,2
CCOC(=O)C1=C(O)C(=O)NC(c2ccccc2)=C(OCC)C1,2,-7[fluorescence artefact?],11,-2,2,-15,-3,-17,6
CC(=O)Nc1ccc(NC(=O)c2nc(-c3ccccc3)oc2C)cc1,3,-2,3,2,3,-10,1,-3,7
COc1ccc(OC)c(/C=C/C(=O)N2CCCc3ccccc32)c1,0,-14,9,1,4,-7,-3,1,-4
CCOc1cc2[nH]c(=S)n(CCN3CCCCC3C)c(=O)c2cc1OCC (configuration not stated),7,-11,3,6,0,-13,-4,-8,-5
CCOc1ccccc1C(=O)N[C@H](C(=O)NCc1ccccc1)C(C)C,-3,-13,6,-1,-1,-17,-3,-6,-3
Cc1ccccc1-c1nc(CN2CCC(C(=O)NCCCN3CC(C)CC(C)C3)CC2)c(C)o1 (configuration not stated),6,-4,25,-2,-2,-16,-3,-8,-10
Cn1c(C(=O)NCc2ccccc2)cc2oc3ccccc3c21,16,-8,19,-2,2,-1,-2,-9,-6
O=C(COC(=O)c1cc[n+]([O-])cc1)Nc1ccc([N+](=O)[O-])cc1Cl,0,-1,11,3,2,-18,4,3,2
COC(=O)C1=C(C)N=C2SCCC(=O)N2C1c1cc(Br)ccc1OC (configuration not stated),5,0,7,3,0,-7,-8,-2,3
COc1ccc(CCNC(=O)COc2ccc(S(=O)(=O)NC3CCCCC3)cc2Cl)cc1,5,8,17,-6,2,-8,-2,-9,-2
COc1ccc(-c2c(C)nn3c(N)c(C#N)cnc23)cc1OC,-5,-5,4,38*,-2,9,0,-6,8

# Reprinted at random: two compounds from above.
SMILES,FXIa inh 1536,14-3-3 Bad inh,FXIIa inh,eIF4E-4G inh,Wee1 degr inh,Mdm2 ligase inh,Rad51 HR inh,hK5 inh,p97 inhibitor
COc1ccc(OC)c(/C=C/C(=O)N2CCCc3ccccc32)c1,0,-14,9,1,4,-7,-3,1,-4
COc1ccc(-c2c(C)nn3c(N)c(C#N)cnc23)cc1OC,-5,-5,4,38*,-2,9,0,-6,8

# Of the compounds above, these contain a nitro group on carbon:
SMILES,FXIa inh 1536,14-3-3 Bad inh,FXIIa inh,eIF4E-4G inh,Wee1 degr inh,Mdm2 ligase inh,Rad51 HR inh,hK5 inh,p97 inhibitor
Cn1ncc([N+](=O)[O-])c1C(=O)Nc1nc2ccccc2n1CCN1CCCCC1,2,-1,15,10,-3,6,-5,-18,-5
O=C(COC(=O)c1cc[n+]([O-])cc1)Nc1ccc([N+](=O)[O-])cc1Cl,0,-1,11,3,2,-18,4,3,2

# Remaining list, next part:
SMILES,FXIa inh 1536,14-3-3 Bad inh,FXIIa inh,eIF4E-4G inh,Wee1 degr inh,Mdm2 ligase inh,Rad51 HR inh,hK5 inh,p97 inhibitor
Cc1ccc(-c2noc(CCC(=O)Nc3ccccc3C)n2)cc1,7,-11[fluorescence artefact?],18,-5[fluorescence artefact?],-2,-7,3,-1,0
c1ccc(COc2ccccc2CNc2nn[nH]n2)cc1,-4,-13,2,-3,-3,-14,8,-2,5
O=C(CN1C(=O)NC(Cc2ccccc2)(Cc2ccccc2)C1=O)NCC1CCCCC1,-16,-4[fluorescence artefact?],1,9,3,0,.,-10,3
COc1ccc(C2(CNC(=O)c3cc([N+](=O)[O-])cc([N+](=O)[O-])c3)CCCC2)cc1OC,5,1,9,14,-3,7,4,-12,1
Cc1cc(C)n(S(=O)(=O)Cc2ccccc2)n1,2,-10,6,-3,0,-10,-2,-4,-2
CCN(CC)S(=O)(=O)c1ccc(N2CCN(S(=O)(=O)c3ccccc3C#N)CC2)nc1,-2,-4,6,3,1,-11,2,6,-3
CCC(=O)N1CCc2cc(S(=O)(=O)NC(Cc3ccccc3)C(=O)NC3CCCCC3C)ccc21 (configuration not stated),4,2,-8,-17,-2,2,2,-17,-2
Cc1ccc(NC(=O)OCCNC(=O)c2ccncc2)cc1,1,-10,9,-4,14*,-9,8,3,3
O=C(Cn1c(=O)n(-c2ccc(F)cc2)c(=O)c2sccc21)c1ccccc1,3,-10[fluorescence artefact?],9,16[fluorescence artefact?],-1,7,1,-15,3
CCOC(=O)C1(C)NC(c2ccco2)C2C(=O)N(C)C(=O)C21 (configuration not stated),1,-7,6,3,-3,-3,5,2,1
CCOC(=O)c1sc(=S)n(Cc2ccccc2)c1C,-7,-1,2,2,-1,-14,-2,3,-6
Cc1cnc(C(=O)N2CCCC(C(=O)c3ccc(C(C)(C)C)cc3)C2)cn1 (configuration not stated),-1,-4,5,-2,0,12,.,-8,-1
CCOc1cc(C(=O)OCC(=O)Nc2ccc(Cl)cn2)ccc1OCC(=O)N1CCOCC1,17,9,23,4,2,-10,-33,-10,3
COc1ccc(NC(=S)N2CCN(C/C=C/c3ccccc3)CC2)c(OC)c1,-3,-16,4,0,-2,-4,0,-5,1
O=C(Nc1cccnc1)c1ccc2snnc2c1,-5,0,9,5,1,-6,2,8,0
O=C(CCN1CCC(c2ccc(Cl)s2)=N1)c1ccc(Cl)s1,2,-14,4,1,8,-14,3,-3,7
CCc1cc(-c2n[nH]c(=S)n2-c2ccccc2C)cs1,-6,-4,9,9,4,-16,.,-18,-1
CC(=O)N1CCc2c(sc(NC(=O)CN3C(=O)c4ccccc4C3=O)c2C(N)=O)C1,2,-4,13,1,-2,-3,.,4,4
COc1ccc(Cc2nnc(NC(=O)C(C)(C)C)s2)cc1,-3,-12,3,-2,-2,-8,0,0,2
CC(=O)Nc1sc2c(c1C(c1ccccc1Cl)N1CCN(CCO)CC1)CCCC2 (configuration not stated),2,-6,8,3,-4,-4,-6,0,-5
Cn1c(Cn2c(=O)sc3ccccc32)nnc1SCC(=O)N1CCOCC1,3,7[fluorescence artefact?],9,-5,1,-9,-1,-1,-1
CN1C(=O)N2CN(C3CCCCC3)CN3C(=O)N(C)C1C23 (configuration not stated),-2,-12[fluorescence artefact?],9,-14[fluorescence artefact?],3,-9,.,3,-4
O=C(Nn1c(-c2ccncc2)nc2ccccc2c1=O)c1ccccc1Br,-2,1,1,0,1,-20,-6,-4,-4
Nc1ncnc2c1C1(CCCCC1)Cc1ccccc1-2,9,-14[fluorescence artefact?],11,-1,-1,-13,4,-11,-1
C=CCn1c(SCCC(=O)O)nc2c1c(=O)n(C)c(=O)n2C,13,-1,26,-26[fluorescence artefact?],1,-36,-2,11,4

# Just FXIa inh 1536, for 2 of the compounds above:
Compound	FXIa inh 1536
COc1ccc(C2(CNC(=O)c3cc([N+](=O)[O-])cc([N+](=O)[O-])c3)CCCC2)cc1OC	5
Cc1cc(C)n(S(=O)(=O)Cc2ccccc2)n1	2

# The list continues.
SMILES,FXIa inh 1536,14-3-3 Bad inh,FXIIa inh,eIF4E-4G inh,Wee1 degr inh,Mdm2 ligase inh,Rad51 HR inh,hK5 inh,p97 inhibitor
CCOC(=O)c1c(-c2cccs2)csc1NC(=O)CN1CCOCC1,5,-2,13,4,-3,-6,4,-12,-6
CCC1(C)NC(=O)N(/N=C/c2cc(OC)c(O)c(OC)c2)C1=O (configuration not stated),0,-11,7,15,0,-12,10,6,5
COc1ccc(C)cc1NC(=O)C(Sc1nnc(Nc2ccccc2F)s1)c1ccccc1 (configuration not stated),-5,-5,4,1,2,-6,5,-7,3
Cc1cc(C)cc(NC(=S)NCCc2ccc(S(N)(=O)=O)cc2)c1,11,-1,20,-4,2,-15,-1,27,-3
O=C(NC(c1ccccc1)c1ccccc1)c1ccc(Br)o1,13,-4,23,12,4,-23,-2,-10,-10
Cc1onc(-c2ccccc2)c1C(=O)Nc1ccc(-c2nnc3n2CCCCC3)cc1,-7,-8,-3,4,-4,-4,-2,-3,-1
Cc1ccc(C2CC(c3ccc(F)cc3)Nc3nc(N)nn32)cc1 (configuration not stated),3,8,11,-4,2,-11,1,-3,3
CSc1n[nH]c(NCc2ccc(C)cc2)n1,11,0,17,-2,-1,.,2,-1,4
CC1(C)C(C=C(Cl)Cl)C1C(=O)N1CCN(Cc2ccccc2)CC1 (configuration not stated),-4,4,-2,8,-2,-15,15,-19,-1
C/C(=N/NC(=O)c1cccc(N2CCCC2=O)c1)c1ccncc1,-7,-6,7,-2,1,-3,-1,-7,1
CC(C)C(=O)Nc1c(C(=O)c2ccc(F)cc2)oc2ccccc12,19,2,27,-2,-3,-24,7,-4,-6
O=C(O)[C@H](Cc1ccccc1)NC(=O)N1CCN(c2ccccc2)CC1,2,3,7,-2,0,-9,.,1,3
CC(=O)Nc1ccc(C(=O)CSc2nnnn2C2CCCC2)cc1,-3,8,11,4,-4,-15,4,14,-1
COCCN1CCN(c2cc(-c3ccccc3)nc3cc(-c4cccc(F)c4)nn23)CC1,5,-1,9,3,0,.,-5,-15,-4
COc1ccc(N(CC(=O)NCc2cccs2)S(=O)(=O)c2c(C)nn(C)c2C)cc1,-6,-6,3,-1,1,-12,-1,-17,-10
COc1ccc2[nH]cc(CCNS(=O)(=O)Cc3ccccc3)c2c1,-3,-10,3,2,7,2,1,-1,4
COc1cccc(C(=O)Nc2nc3ccc(S(C)(=O)=O)cc3s2)c1,-3,-8,5,-3,8,-17,1,1,-5
CCN1CCN(Cc2c(O)ccc3c2O/C(=C\C=C\c2ccccc2OC)C3=O)CC1,4,-4,4,5,8,-12,-470,-5,0
COC(=O)c1ccc(COC(=O)CNS(=O)(=O)c2ccc(C)cc2)cc1,-2,-13,2,5,4,1,-2,-2,4
COc1ccccc1N1CCN(C(c2cccs2)C(C)NC(=O)c2cccs2)CC1 (configuration not stated),7,-10,18,4[fluorescence artefact?],2,.,2,-9,-3
